Screening data as filed in PubChem BioAssay.
Salmonella PhoP GFP = PhoP-dependent GFP reporter repression – Salmonella Typhimurium, primary screen (AID 1863); 300,000 compounds, 0.16% hits; one-dose inhibition, % at 50 µM; IC50 in µM for titrated hits; S. Typhimurium PhoP-regulated promoter GFP reporter, 4 h; higher % means a stronger effect;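 active means inhibition over 29.93%, a cutoff 3 SD above the screen mean, later confirmed by dose response; inconclusive means inhibition over 29.93% but no dose response follow-up; inactive means inhibition at most 29.93% or unconfirmed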;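 further: 0% = low Mg2+ inducing control and 100% = high Mg2+ repressing control; strong numbers were not always called active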
T cell HTS = T cell immune modulation candidate | 2C CD8+ T cell-vesicle binding, flow cytometry; active compounds read low | calls only at 7 µM | 330,000 compounds, 0.068% hits;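 active means response, share of CD8 T cells binding vesicles, and their 90th percentile fluorescence all below set limits, cut at about 80% in these data, passing the limit was not always enough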
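Material: murine 2C transgenic CD8+ T lymphocytes / Also added: QL9-peptide-loaded Drosophila micro-vesicles bearing Ld, ICAM-1 and B7-1 / Schedule: binding step 1.5 h, 37 °C, antibody labelling 20 min, ice / Signal: flow cytometry, PE anti-B7-1 (FL2) versus Alexa647 anti-CD8 (FL8), PFA-fixed / Evaluation: percent CD8+ FL2 mean versus row control / Benchmarks: naked versus QL9-loaded vesicles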
Rac1 GTP hydrolysis = MgcRacGAP GTPase-activating activity inhibitors, confirmation, biochemical, ADP Hunter fluorescence | 340,000 compounds, 0.6% hits | inhibition, % at 30 µM, or IC50 in µM where a hit was titrated | AID 624330 | MgcRacGAP-stimulated Rac1 GTP hydrolysis, ADP Hunter fluorescence; higher % means a stronger effect; GST-tagged Rac1 F28L mutant substrate;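 active means first-screen hits whose inhibition reached a set limit at any dose in the follow-up dose series; inconclusive means inhibition above the set first-screen limit but never retested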;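 further: fluorescence reports GDP produced by GAP-driven GTP hydrolysis; strong numbers were not always called active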
SV40 large T antigen = SV40 large T antigen inhibitors, biochemical (AID 1903). 310,000 compounds, 0.39% hits. SV40 large T antigen ATPase/helicase inhibition assay; higher % means a stronger effect. one-dose inhibition, % at 20 µM; IC50 in µM for titrated hits; in the data active means a potency from the dose series; inconclusive means inhibition mostly from about 32% at the one dose, without a potency; inactive means the rest, 99 in 100 with inhibition below about 32%; further: strong numbers were not always called active
RSV antiviral HEp-2 = RSV antiviral activity via CPE protection, HEp-2 cells, primary 10 µM value included (AID 2391). HEp-2 cells, RSV-induced CPE inhibition; higher % means a stronger effect. CPE inhibition, % at 10 µM; hits with a dose series show IC50 in µM. 310,000 compounds, 0.13% hits; in the data active means a potency from the dose series; inconclusive means CPE inhibition mostly from about 23% at the one dose, without a potency; inactive means the rest, 99 in 100 with CPE inhibition below about 21%; further: strong numbers were not always called active
Myeloid diff MLP = myeloid differentiation induction | ER-HoxA9 myeloid progenitors, lysozyme-GFP differentiation, flow cytometry | calls only at 10 µM | 360,000 compounds, 1% hits;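 active means normalized GFP-positive differentiation at or above the plate's own cutoff, the solvent-only control mean plus 3 SD; inconclusive means no clear call, values can overlap the other calls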;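 further: cells exposed to compound for four days before flow analysis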
WT yeast gro inh = growth inhibition of WT yeast, mitochondrial fusion screen; AID 1362; mitochondrial fusion phenotypic screen, WT strain; inhibition, % at 10 µM; 190,000 compounds, 2.1% hits; in the data active means inhibition above about 58%; tested in S. cerevisiae
West Nile virus CPE = inhibition of WNV-induced cytopathic effect – cell-based, CPE readout (AID 1621) | West Nile virus-infected cells, CPE inhibition; higher % means a stronger effect | one-dose CPE inhibition, % at 10 µM; IC50 in µM for titrated hits | 290,000 compounds, 0.02% hits; in the data active means a potency from the dose series; inconclusive means CPE inhibition mostly from about 3.7% at the one dose, without a potency; inactive means the rest, 99 in 100 with CPE inhibition below about 2.2%; further: strong numbers were not always called active
bCat nuc transl = alters nuclear translocation of beta-catenin in HeLa cells. 190,000 compounds, 0.3% hits. nuclear translocation activity, % at 5 µM. immunofluorescence imaging;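 active means nuclear translocation activity above 50% at 5 µM, with a well cell count of 50 or more; inconclusive means wells under 50 cells across six images, flagged as toxic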;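 further: per-cell ratio of nuclear to cytoplasmic median beta-catenin stain intensity; plate controls were DMSO negative control for no effect and GSK-3 inhibitor IX positive control for full effect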
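Test system: HeLa cells, endogenous beta-catenin; Compound: single 5 µM dose plus 0.02–20 µM confirmation series; Times: compound exposure 24 h at 37°C; Signal: fluorescence imaging of beta-catenin antibody stain plus DAPI; Read-out: % activation, nuclear-to-cytoplasmic median beta-catenin signal ratio per cell.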
WT yeast gro inh mutant strain = also measured in WT yeast gro inh; calls as there; inhibition, %; mitochondrial fusion phenotypic screen, mutant strain inhibition
bCat nuc transl cell count 5 µM = also measured in bCat nuc transl; calls as there; cell count; measured here: cell count, cytotoxicity flag
T cell HTS vesicle-bound % = second read-out of T cell HTS, no call of its own (marks repeat the call); double positive events, %; measured here: CD8+ vesicle-bound cell fraction;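 binding gate set so that unloaded-vesicle control wells show 10% double positive cells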
Myeloid diff MLP GFP+ MAC1+ % = also measured in Myeloid diff MLP; calls as there; GFP+ MAC1+ double positive, %; measured here: differentiation confirmed by MAC1 staining
An asterisk follows results filed as active; i = inactive; u = inconclusive; x = not tested or not shown; + = active, no number. Hits appear at their usual frequency (roughly 3.6% active in at least one column).

SMILES	Salmonella PhoP GFP	T cell HTS	T cell HTS vesicle-bound %	Rac1 GTP hydrolysis	SV40 large T antigen	RSV antiviral HEp-2	Myeloid diff MLP	Myeloid diff MLP GFP+ MAC1+ %	WT yeast gro inh	WT yeast gro inh mutant strain	West Nile virus CPE	bCat nuc transl	bCat nuc transl cell count 5 µM
O=C(CN1CCC(NC(=O)c2ccc(F)cc2)CC1)NCc1ccccc1F	1%	i	24	3%	6%	0.3%	i	1.1	-20	9	-0.6%	0.0	1116
COc1ccc(Cl)cc1NC(=O)CCn1cnc2ccccc2c1=O	-3%	i	35	5%	-5%	-0.4%	i	0.7	-6	2	-0.2%	1.0	909
CN(CCc1ccccn1)C(=S)Nc1ccc(Cl)cc1Cl	3%	i	28	4%	8%	-2.8%	i	0.3	-1	-8	-0.8%	-4.4	1112
OCCC1CN(Cc2cnn(-c3ccc(F)cc3)c2)CCN1Cc1ccsc1 (stereo unspecified)	9%	i	58	8%	8%	3.1%	i	1.2	0	-1	-0.4%	0.2	969
CC(=O)Nc1nc(SCC(=O)NCC2CCCO2)[nH]c(=O)c1NC(=O)c1cccs1 (stereo unspecified)	-11%	i	60	-8%	10%	2.1%	i	0.7	4	4	-0.2%	-0.1	1104
COc1ccc(C(=O)N2CCCC(c3nc(-c4cccs4)no3)C2)cc1OC (stereo unspecified)	-6%	i	10	7%	11%	1.6%	i	0.6	x	x	-0.1%	-4.6	984
COc1ccc(N2CCN(C(=O)c3ccc(S(=O)(=O)NCc4ccco4)cc3)CC2)cc1	x	i	31	12%	x	1.8%	i	0.6	x	x	x	x	x
Cc1cccc(OCC(=O)Nc2ccccc2F)c1	-3%	i	27	4%	0%	1.5%	i	0.3	10	-13	-0.2%	0.5	1005
O=C(NCC1(c2ccccc2)CCCC1)C(=O)NCC1(c2ccccc2)CCCC1	-5%	x	x	3%	6%	x	i	2.3	-12	-4	-0.3%	-1.5	1187
O=C(COC(=O)c1ccccc1[N+](=O)[O-])Nc1cc(S(=O)(=O)N2CCOCC2)ccc1N1CCCC1	4%	i	40	5%	5%	-0.9%	i	0.1	-3	8	0.2%	0.0	1119
COc1ccccc1C(=O)Nn1c(C)nc2ccccc2c1=O	-7%	i	53	6%	6%	0.5%	i	1.0	x	x	-0.2%	x	x
COc1cc(CN2CCN(c3ccccc3C)CC2)cc([N+](=O)[O-])c1O	4%	i	29	23%	1%	1.7%	i	0.5	17	0	-0.4%	0.4	583
CCCc1nn2c(=O)cc(CSCC(=O)Nc3ccccc3OC)nc2s1	11%	i	12	6%	-4%	-0.9%	i	0.3	x	x	-0.3%	x	x
Cc1ccc(Cn2c(=O)c3c(ncn3C)n(C)c2=O)cc1	5%	i	14	-3%	-7%	1.5%	i	0.6	x	x	-0.3%	x	x
Cc1ccc(N(C(=O)c2nsc(Cl)c2Cl)C(C(=O)NC2CCCC2)c2ccc(O)cc2)cc1C (stereo unspecified)	17%	i	4	9%	6%	17%	u	x	6	13	0.1%	0.7	1094
COC(=O)c1ccccc1C(=O)N1CCCC(CNC(=O)c2ccc(F)cc2)C1 (stereo unspecified)	-4%	i	30	9%	12%	2.3%	i	0.0	x	x	0.4%	x	x
CC(C)C[C@H](NC(=O)Nc1ccc2c(c1)OCCO2)C(=O)O	-6%	i	22	8%	16%	2.0%	i	0.2	x	x	0.3%	-1.1	1358
CC(C)(C)NC(=O)CN(Cc1ccc(F)cc1)C(=O)Cn1nnc(-c2ccc(F)cc2)n1	-5%	i	60	7%	25%	1.7%	i	0.4	-6	0	-0.8%	0.1	1584
O=C(COC(=O)c1ccc(Br)o1)Nc1cccc(S(=O)(=O)N2CCCCCC2)c1	0%	i	42	14%	15%	0.2%	i	1.4	-4	8	-0.2%	-2.0	993
COc1ccc(/C(O)=C2/C(=O)C(=O)N(CCN(C)C)C2c2ccc(C)cc2)cc1Cl (stereo unspecified)	-5%	i	39	4%	-1%	0.8%	i	0.3	-3	-1	0.7%	x	x
COc1ccc(C(=O)NCC(=O)OCC(=O)Nc2ccc(C)c(S(=O)(=O)N(C)C)c2)cc1OC	x	i	65	13%	2%	1.0%	i	0.8	x	x	-0.3%	-0.3	1328
COc1ccc(CCNC(=O)Cn2nnc(-c3cccs3)n2)cc1OC	10%	i	11	1%	8%	0.0%	i	2.5	x	x	-0.2%	-4.3	981
O=C(CNC(=O)C1CCCCC1)OCc1cc(=O)oc2ccc3ccccc3c12	-6%	i	46	5%	14%	6.1%	i	0.6	23	2	-0.6%	0.5	941
CC(C)c1ccc(NC(=O)COC(=O)/C=C/c2cccc([N+](=O)[O-])c2)cc1	-10%	i	41	10%	9%	2.5%	i	0.7	-21	-2	-1.0%	-3.9	546
CCc1c(C)sc(NC(=S)Nc2nc(C)cc(C)n2)c1C(=O)OC	5%	i	35	4%	26%	7.2%	i	0.5	10	10	-0.8%	1.8	912
O=C(NCc1ccco1)c1cc(-c2ccc(Cl)cc2)on1	-9%	i	13	-4%	1%	1.1%	i	1.6	-5	-11	0.1%	-4.1	785
Cc1ccc(S(=O)(=O)Nc2c(C)nc3nc(C)[nH]n3c2=O)cc1	8%	i	26	1%	-3%	1.3%	i	0.2	x	x	0.7%	x	x
COCC1CCN(C(=O)c2cc(COc3cc(C)c(Cl)c(C)c3)on2)C1 (stereo unspecified)	2%	i	11	0%	6%	1.0%	i	3.8	x	x	-0.6%	x	x
COc1ccc(NC(=O)C#Cc2ccccc2)cc1OC	-3%	i	48	0%	9%	u	i	1.1	x	x	u	x	x
CCCOc1ccc(C2c3c(oc4cc(C)c(C)cc4c3=O)C(=O)N2CCCN(C)C)cc1OCC (stereo unspecified)	-3%	i	50	-2%	11%	1.0%	i	2.7	11	3	x	-1.8	594
CC(=O)N1CCc2c(sc(NC(=O)C3CCCCC3)c2C(N)=O)C1	x	i	24	0%	x	1.0%	i	2.5	x	x	-0.5%	x	x
COc1ccc(/C=N/Nc2ccccc2)cc1Cn1nc(C)c([N+](=O)[O-])c1C	4%	i	15	7%	7%	2.4%	i	0.7	13	20	-0.3%	-9.2	1179
COc1ccc(C2C3=C(CC(C)(C)CC3=O)Nc3c2c(=O)[nH]c2nc(C)nn32)cc1 (stereo unspecified)	-1%	i	39	4%	4%	-0.2%	+	1.9*	17	12	0.4%	-2.0	879
O=C(COC(=O)c1ccc(O)cc1)Nc1ccccc1[N+](=O)[O-]	8%	i	16	6%	5%	1.6%	i	0.4	1	-21	0.0%	-1.1	1101
COc1ccc(C(=O)c2ccc(OC)c(N)c2)cc1N	22%	i	31	5%	9%	-1.6%	u	x	8	-5	u	x	x
NS(=O)(=O)c1ccc(NC(=O)COC(=O)C2(c3ccc(F)cc3)CCCC2)cc1	-12%	i	34	7%	3%	7.4%	i	1.0	-14	-12	-0.9%	-0.9	911
COC(=O)c1ccc2c(c1)N(C)S(=O)(=O)c1cnc(SCC(=O)C(C)(C)C)nc1-2	-1%	i	18	x	6%	x	i	0.3	x	x	0.3%	1.2	1305
Cc1[nH]c(C)c2c(=O)n(Cc3ccc(Cl)cc3)ncc12	-6%	i	38	3%	10%	2.9%	i	1.3	x	x	1.1%	-4.7	1275
CCN(CC)S(=O)(=O)c1ccc(OC)c(NC(=O)CSc2cc(C)ccc2C)c1	-20%	i	48	10%	7%	11%	i	0.7	29	7	-1.8%	1.8	559
O=C(Nc1ccccc1)OCc1cn(-c2ccc(Cl)cc2)nn1	-2%	i	28	13%	12%	0.9%	i	0.7	22	4	-1.0%	0.2	1356
CS(=O)(=O)N1CCC(C(=O)Nc2cccc(Cl)c2)CC1	1%	i	43	10%	5%	0.9%	i	0.1	-8	-1	0.6%	-0.8	873
CCOC(=O)CSc1nc2ccccc2c(=O)n1NC(=O)c1ccccc1	7%	i	33	4%	-2%	-1.9%	i	1.3	-5	-11	0.4%	-4.1	936
CC1CCN(C(=O)/C(=C\c2cccs2)NC(=O)c2ccccc2)CC1	-2%	i	38	-2%	6%	-0.5%	i	0.1	-1	6	-0.1%	-0.7	1612
Cc1ccsc1/C=C1\SC(=S)N(CC2CCCO2)C1=O (stereo unspecified)	16%	i	16	1%	1%	2.4%	i	0.4	10	0	-0.5%	1.0	1484
Cc1ccc(NC(=O)CSc2ccc(C(N)=O)cc2[N+](=O)[O-])cc1	6%	i	48	6%	12%	0.1%	i	0.6	13	-1	x	0.8	1019
Cc1ccc(S(=O)(=O)NC(C)C(=O)NC2CCCCCC2)cc1 (stereo unspecified)	2%	i	34	6%	9%	0.9%	i	1.1	-5	-2	0.0%	0.1	1056
Cc1ccc(C)c(N2CCN(c3nnnn3-c3ccccc3)CC2)c1	3%	i	18	11%	7%	14%	i	1.0	49	-8	-0.2%	-2.1	1235
Cc1cc(C)c2c(=O)cc(C(F)F)oc2c1	18%	i	54	4%	0%	1.1%	i	1.2	-19	-9	-0.1%	x	x
CCOC(=O)C1(CCOc2ccccc2)CCN(Cc2ccc(CO)o2)CC1	1%	i	61	14%	4%	0.8%	i	0.5	-10	-20	-1.6%	0.8	1025
